# SW480 rerep – A quantitative high throughput screen for small molecules that induce DNA re-replication in SW480 colon adenocarcinoma cells | SW480 DNA re-replication, Hoechst DNA content imaging, 48 h | Potency, µM (doses to about 46.1 µM), for inactives: at the top dose re-replication activation, most hits filed as activators | hit rate 1.8% among 340,000 | AID 624297, 2012; note: % of control where 0% means no effect; nearly all actives have a fitted effect of over 55% in size
#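 Hoechst fluorescence of nuclei (405 nm excitation, 500-530 nm emission) measured by plate-scanning imager after 48 hr compound exposure at 37 C; re-replication scored as increased number of nuclei with elevated intensity.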
# KB-3-1 tox – qHTS assay for MDR1-selective chemotherapeutics: Primary screen using the parental adenocarcinoma cell KB-3-1. Potency, µM (doses to about 46.1 µM), for the others: at the top dose activity change, negative = cytotoxic, actives largely listed as cytotoxic. KB-3-1 viability, CellTiter-Glo ATP luminescence, 72 h. hit rate 1.4% among 400,000; note: % is set by controls: 0 for no effect and ±100 for the full control effect; nearly all actives have a fitted effect of over 60% in size
#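 Cytotoxicity measured as CellTiter-Glo luminescence after 72 h at 37 C. Compound titrations were pinned onto drug-naive KB-3-1 parental adenocarcinoma cells grown in DMEM with 10% FBS, and normalized data fitted to concentration-response curves.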
# TDP-43 yeast inh – qHTS of TDP-43 Inhibitors. TDP-43 expressing yeast growth rescue, BacTiter-Glo, 24 h. Potency, µM (series often up to 46.1 µM), for the others: at the highest dose growth rescue (activation), most hits filed as activators. hit rate 1.8% among 410,000; note: % of control where 0% means no effect; nearly all actives have a fitted effect of over 50% in size
#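 Growth rescue of TDP-43-toxic yeast measured as ATP luminescence (BacTiter-Glo). Cells grown to mid-log in raffinose, induced in galactose at OD600=0.02, exposed to compound 24 hr at 30 deg C.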
# GLP1R ag – qHTS of GLP-1 Receptor Agonists; HEK293 GLP-1R CRE-luciferase, luminescence, 4-6 h; cells express a hypersensitive GLP-1R form; Potency, µM (highest dose often 45.6 µM), inactives show at the highest dose activation, actives largely listed as activators; hit rate 0.007% among 380,000; note: % of control where 0% means no effect
# Target sequence (P43220 whole entry, looked up): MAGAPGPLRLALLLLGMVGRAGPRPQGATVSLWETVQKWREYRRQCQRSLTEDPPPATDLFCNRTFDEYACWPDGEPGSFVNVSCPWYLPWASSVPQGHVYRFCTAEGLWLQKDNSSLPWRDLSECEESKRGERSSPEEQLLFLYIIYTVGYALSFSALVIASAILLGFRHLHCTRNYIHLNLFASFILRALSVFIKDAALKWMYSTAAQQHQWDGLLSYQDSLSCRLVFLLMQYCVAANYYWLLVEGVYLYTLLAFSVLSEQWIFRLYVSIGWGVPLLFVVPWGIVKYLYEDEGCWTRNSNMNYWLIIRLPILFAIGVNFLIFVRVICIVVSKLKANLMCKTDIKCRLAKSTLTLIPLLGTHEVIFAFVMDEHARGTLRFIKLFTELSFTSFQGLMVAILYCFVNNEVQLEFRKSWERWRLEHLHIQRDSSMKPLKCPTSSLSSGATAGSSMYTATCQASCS
# HT1080-NT tox – qHTS for induction of synthetic lethality in tumor cells producing 2HG: qHTS for the HT-1080-NT fibrosarcoma cell line; HT-1080-NT fibrosarcoma viability, CellTiter-Glo ATP luminescence, 48 h; Potency, µM (top dose mostly 46.1 µM), without a hit: top-dose activity, negative = less viability, most hits filed as cytotoxic; hit rate 1.6% among 360,000; AID 686970, 2013;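 note: NT is the 2HG producing partner of a matched IDH1 knockdown line; 0% = DMSO-treated cells and -100% = media-only wells without cells; nearly all actives have a fitted effect of over 55% in size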
#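 Compounds were tested in concentration-response format on HT-1080-NT cells for 48 hours at 37 degrees C. Cell viability came from CellTiter-Glo luminescence; curves were classified by r2, response magnitude and activity.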
# HEK293 tox – qHTS of GLP-1 Receptor Inverse Agonists: Cytotox Screen. HEK293 cAMP-luciferase reporter cells, luminescence, 24 h. Potency, µM (doses to about 38.3 µM), for inactives: top-dose activity change, negative = inhibition, actives largely listed as inhibitors. hit rate 0.13% among 410,000;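 note: loss of luciferase light is scored as toxicity; % is set by controls: 0 for no effect and ±100 for the full control effect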
#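 Luminescence readout: signal drop marks cytotoxicity. Plated cells grew 12 h at 37 °C, 5% CO2, received 23 nL compound for 24 h, then got luciferase reagent, read after 12 min at RT.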
# KB-V1 cytotox – qHTS assay for MDR1-selective chemotherapeutics: Primary screen using the drug-selected MDR subline cells KB-V1; KB-V1 MDR cells viability, CellTiter-Glo, 72 h; Potency, µM (highest dose often 46.1 µM), for the others: top-dose activity change, negative = cytotoxicity, hits mostly cytotoxic; hit rate 3.4% among 400,000; note: % is set by controls: 0 for no effect and ±100 for the full control effect; nearly all actives have a fitted effect of over 60% in size
#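 KB-V1 MDR subline cells in DMEM (phenol-red free, 10% FBS) exposed to compounds in qHTS concentration series for 72 h at 37 degrees C. Viability read by CellTiter-Glo luminescence; concentration-effect curves fitted after normalization and correction.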
# HT1080 IDH1KD tx – qHTS for induction of synthetic lethality in tumor cells producing 2HG: qHTS for the HT-1080-IDH1KD cell line; AID 686971, 2013; hit rate 2% among 360,000; HT-1080 IDH1 knockdown viability, ATP luminescence, 48 h; Potency, µM (titrated, usually from 46.1 µM), inactives show at the highest dose activity, negative = toxicity, hits mostly cytotoxic;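 note: 0% = DMSO wells and -100% = cell-free medium wells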
#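 In this qHTS, HT-1080 cells depleted of IDH1 are exposed for 48 h at 37 °C to compound titrations. Toxicity is scored from CellTiter-Glo luminescence, with DMSO as full viability and medium alone as none.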
# GLP1R inv ag – qHTS of GLP-1 Receptor Inverse Agonists (Inhibition Mode). Glucagon-like peptide 1 receptor (Homo sapiens), P43220. HEK293 GLP-1R CRE-luciferase, luminescence, 24 h; GLP-1R form is constitutively active. Potency, µM (titrated, usually from 38.3 µM), for inactives: at the top dose activity change, negative = inhibition, hits mostly inhibitors. hit rate 1.6% among 410,000. AID 624417, 2012; note: % is set by controls: 0 for no effect and ±100 for the full control effect; nearly all actives have a fitted effect of over 55% in size
#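 HEK293 cells stably co-expressing a cAMP-responsive luciferase reporter and constitutively active GLP-1R were seeded, incubated 12 h, then exposed to compounds for 24 h at 37 C. Luminescence was read 12 min after detection reagent; inverse agonists lower signal.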
# Numbers without * were called inactive; ? = inconclusive; · = no result given; & = joins results of further samples; [ ] = another dose, or the depositor's remark. Calls come from the whole dose curve; as a rule, active = well fitted curve in the direction sought with a large enough effect; inconclusive = small, poorly fitted or top-dose-only effect, or another doubt; inactive = no such curve, though single readings can be large; an effect the other way counts as inactive or inconclusive. Potency is the fitted concentration of half-maximal effect.
SMILES,SW480 rerep,KB-3-1 tox,TDP-43 yeast inh,GLP1R ag,HT1080-NT tox,HEK293 tox,KB-V1 cytotox,HT1080 IDH1KD tx,GLP1R inv ag
COc1ccc2[nH]c3c(c2c1)CCNC3,-8.2%,0.0%,5.6%,-2.2%,5.2%,-5.0%,12.9%,3.9%,2.9%
Cc1nc2c(-c3ccccc3)c(C)nn2c(C)c1CCC(=O)N1CCC2(CC1)OCCO2,-2.5%,-0.9%,?,8.3%,10.2%,-17.1%,13µM*,3.2%,0.0%
O=C(COc1ccccc1Cl)N1CCN(CCc2ccccn2)CC1,·,-22.4%,-10.5%,·,·,-10.4%,-16.4%,·,2.4%
O=c1[nH]c2ccccc2n1C1CCN(C(c2cc3ccccc3o2)c2nnnn2-c2ccc3c(c2)OCCO3)CC1 (stereo unspecified),·,?,-3.2%,-10.6%,?,-28.2%,?,18.4µM*,?
O=C(Cc1ccccc1)N1CCN(CCCc2ccccc2)CC1,-2.3%,-5.0%,-6.6%,-4.6%,-1.7%,-22.4%,?,2.4%,?
C(CCc1nn[nH]n1)CCc1nn[nH]n1,1.3%,13.9%,13.9%,-5.8%,18.1%,1.7%,?,20.4%,14.0%
COc1ccc(NC(=S)NC(NC(=O)CF)C(Cl)(Cl)Cl)cc1[N+](=O)[O-] (stereo unspecified),-2.9%,-16.9%,14.4%,3.8%,-5.9%,1.3%,18.7%,-0.1%,-9.3%
CCOP(=O)(OCC)C(Nc1cccc([N+](=O)[O-])c1)c1ccc(OC)cc1 (stereo unspecified),-70.1%[inhibitor],-3.1%,-21.7%,14.4%,2.2%,?,?,-11.6%,-26.1%
Cc1cc(OC(C)C(=O)NCC(O)c2ccccc2)c2c3c(c(=O)oc2c1)CCC3 (stereo unspecified),-12.4%,1.2%,8.7%,3.9%,2.5%,-17.7%,-16.4%,-3.8%,17.1%
O=C(Oc1c(Cl)cc(Cl)c2ccccc12)N1CCCCC1,28.1%,-0.6%,17.6%,-1.0%,-16.6%,81.1%[activator],-12.9%,-24.5%,?
COCCNC(=O)c1ccc(N2CC3CC(C2)c2cccc(=O)n2C3)c([N+](=O)[O-])c1 (stereo unspecified),-4.8%,-1.7%,0.9%,-1.9%,?,2.2%[0.307 µM],11.5%,11.7%,-0.1%[0.307 µM]
COc1ccccc1NC(=O)c1cn(CCC#N)nc1-c1ccc(F)cc1,-13.1%,3.8%,-24.2%,17.2%,4.9%,-2.5%,-9.3%,6.7%,6.3%
CN(C)P(=O)(CCl)Nc1ccccc1 (stereo unspecified),-4.7%,0.8%,26.8%,4.2%,24.4%,-10.8%,-1.6%,15.7%,0.4%
O=C1C2CCCN2C(c2cccnc2)N1c1ccc(Cl)cc1 (stereo unspecified),2.5%,?,-7.3%,-8.1%,-0.5%,-1.9%,3.6%,-2.3%,?
Cc1noc(C)c1C(=O)N1CCC2(CC1)OCCO2,1.4%,-23.1%,-12.1%,-8.2%,12.9%,-25.5%,-11.4%,-0.9%,3.2%
CC(C)Oc1cccnc1N(C)C1CCN(Cc2ccccc2)CC1,-25.2%,0.0%,14.0%,-3.5%,-22.0%,3.5%,?,-7.6%,?
CCC[C@@H](CN[C@@H](CNC)[C@H](C)CC)NCC1CCC(C(C)(C)C)CC1 (stereo partly specified),-11.8%[9.22 µM],-2.5%,1.6%,-14.0%,?,?,-25.0%,?,10µM*
CCOP(=O)(OCC)C1(C(=O)O)CCCC1,-11.1%,17.0%,13.3%,-2.2%,?,2.4%,?,16.9%,8.3%
COc1ccc(/C=C2\SC(=O)N(CCn3cnnn3)C2=O)cc1,?,0.7%,-18.2%,12.1%,6.2%,-7.5%,3.3%,12.1%,23.0%
CC1=C(C)/C(=N\OS(=O)(=O)c2ccccc2)C=CC1=O,10µM*,11.2µM*,-94.5%[inhibitor],-11.3%,7.08µM*,?,15.8µM*,8.91µM*,?
O=c1[nH]c(=S)n(CCC2=CCCCC2)c(O)c1C=NC1CCN(Cc2ccccc2)CC1,-0.9%,?,-20.1%,-14.0%,-5.2%,-1.0%,5.8µM*,-4.3%,54.4%[activator]
O=C(COc1ccc(Br)cc1)N1CCN(Cc2ccc3c(c2)OCO3)CC1,-11.4%,-3.6%,-14.0%,2.5%,-0.4%,-4.3%,-23.6%,-14.4%,?
Cc1cc(-c2ccc(C)c(S(=O)(=O)NCC3CCN(Cc4ccc(F)cc4)CC3)c2)on1,2.91µM*,?,4.0%&9.3%,8.2%,?,?,0.0%&1.9%,?,?
COc1cccc(-n2c(O)c(C=NCc3ccc4c(c3)OCO4)c(=O)[nH]c2=O)c1,-3.3%,1.5%,0.0%,-2.4%,-1.5%,2.9%,-12.0%,-25.4%,8.5%
CC1=CC(C)(C)N(S(=O)(=O)c2ccc(F)cc2)c2ccc(C)cc21,-1.1%,23.1µM*,-24.0%,0.8%,7.08µM*,?,7.31µM*,?,?
# The listing continues:
SMILES,SW480 rerep,KB-3-1 tox,TDP-43 yeast inh,GLP1R ag,HT1080-NT tox,HEK293 tox,KB-V1 cytotox,HT1080 IDH1KD tx,GLP1R inv ag
COc1ccc(N=Nc2c(O)[nH]c(=S)[nH]c2=O)cc1,-0.2%,-3.4%,-13.5%,-0.6%,?,?,?,-9.3%,?
Cc1ccc(-n2c(=S)[nH]c3ccccc3c2=O)cc1C,·,10.2%,15.1%,-4.8%,2.0%,-21.6%,-18.5%,-5.8%,?
N#Cc1c(Br)n(C2OC(CO)C(O)C2O)c2ncnc(N)c12 (stereo unspecified),?,?,19.8%,8.5%,7.31µM*,?,?,3.26µM*,-28.7%
C[C@@H]1COc2cc(N3CCN(C)CC3)ccc2S(=O)(=O)N1,·,-10.4%,0.0%,0.3%,12.5%,1.0%,?,21.1%,28.0%
CN1CC2(Cc3c1ccc1ccccc31)C(=O)OC(C)(C)OC2=O,8.7%,?,3.0%,1.9%,23.1µM*,67.9%[activator],?,?,6.1%
Clc1ccccc1CN1CCN(c2cccc3[nH]ccc23)CC1,2.4%,-1.7%,26.8%,-5.2%,22.3%,-1.0%,10.6%,3.8%,-11.6%
CCCCn1c(N)c(C(=O)NCCN2CCOCC2)c2nc3ccccc3nc21,18.4µM*,-9.9%,1.5%,9.6%,?,·,-26.4%,?,?
COc1cc2c(cc1C=O)OCO2,-8.7%,-0.3%,-8.3%,6.0%,16.4%,0.1%,?,8.6%,-1.7%
Cc1ccccc1-c1ccc2n1Cc1cnnn1-c1ccccc1-2,2.1%,0.0%,12.6µM*,-3.0%,0.7%,1.4%,0.0%,3.9%,?
Cc1cc(N2C(=O)C3CCCN3C2c2ccccc2)no1 (stereo unspecified),-1.9%,4.2%,-0.4%,1.2%,1.7%,7.4%,-21.2%,1.9%,22.6%
COc1ccc(Nc2nc(N3CCN(C)CC3)nc3ccccc23)c(OC)c1,0.5%,2.0%,-0.7%,-13.4%,-20.8%,-0.5%,-17.9%,-7.5%,?
NC(=O)CSc1nnc([C@@H](N)Cc2c[nH]c3ccccc23)o1,-3.5%,4.6%,18.2%,-1.4%,11.1%,-3.1%,-7.0%,11.4%,-0.5%
Cc1cc(O)cc2c1O[C@@](C)(CCC[C@@H](C)CCC[C@@H](C)CCCC(C)C)CC2,?,0.0%,24.0%,7.9%,10.5%,2.7%,3.5%,4.9%,11.4%
N=C1c2ccccc2CN1NC(=O)c1ccc(Cl)cc1,-4.5%,8.6%,-8.2%,-1.0%,-7.9%,18.0%,-14.9%,0.0%,3.8%
CCCCc1c(-c2ccccc2OC)ncn1Cc1ccc(-c2ccccc2)cc1,·,?,14.0%,-4.4%,?,?,10.3µM*,?,?
COc1ccc(Cl)cc1C(=O)C1CCCN(Cc2cnc(C)s2)C1 (stereo unspecified),?,-19.9%,-12.0%,8.1%,-4.0%,4.4%,?,-10.7%,?
C=Cn1ccnc1P(=S)(c1cc(N(CC)CC)ns1)c1nccn1C=C,?,-0.9%,-15.5%,21.3%,-22.0%,-4.8%,?,-5.2%,-15.5%
O=C(c1cc(S(=O)(=O)N2CCCCC2)ccc1F)N1CCC2(CC1)OCCO2,0.3%,14.7%,-23.3%,-1.6%,3.8%,2.4%,8.1%,13.6%,8.1%
C=CCn1c(O)c(C2=c3ccccc3=NC2=O)c2ccccc21,?,?,?,-7.8%,23.1µM*,?,7.6%,20.6µM*,?
CCCC[N+]12C3C[C@H](C4[C@H](O)[C@]5(C[C@@H]41)c1ccccc1N(C)[C@@H]35)[C@H](CC)[C@H]2O (stereo partly specified),-5.9%,-1.6%,6.1%,1.2%,-0.7%,-54.7%,6.4%,-0.5%,-23.6%

# Part of the list above in order of molecular weight, lowest first:
SMILES,SW480 rerep,KB-3-1 tox,TDP-43 yeast inh,GLP1R ag,HT1080-NT tox,HEK293 tox,KB-V1 cytotox,HT1080 IDH1KD tx,GLP1R inv ag
COc1cc2c(cc1C=O)OCO2,-8.7%,-0.3%,-8.3%,6.0%,16.4%,0.1%,?,8.6%,-1.7%
COc1ccc(N=Nc2c(O)[nH]c(=S)[nH]c2=O)cc1,-0.2%,-3.4%,-13.5%,-0.6%,?,?,?,-9.3%,?
N#Cc1c(Br)n(C2OC(CO)C(O)C2O)c2ncnc(N)c12 (stereo unspecified),?,?,19.8%,8.5%,7.31µM*,?,?,3.26µM*,-28.7%
O=C(c1cc(S(=O)(=O)N2CCCCC2)ccc1F)N1CCC2(CC1)OCCO2,0.3%,14.7%,-23.3%,-1.6%,3.8%,2.4%,8.1%,13.6%,8.1%

# This is a subset; the hit share may differ from the screen's.
